# Bioassay records as filed in PubChem.
# C diff HTS – blocks growth of Clostridium difficile; Clostridium difficile clinical isolate growth, OD600, 24 h; stronger effect = lower value; growth activity, negative = inhibition, % at 16 µg/mL (by protocol); 0.25% of 86,000 active; AID 1259249;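 active means mean growth activity at or below -80% and every replicate also at or below -80%; inconclusive means mean at or below -80% but some replicate above -80%; inactive means mean growth activity above -80%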;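 further: 0% = DMSO wells and -100% = levofloxacin 16 µg/mL wells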
# KDM4C inh – inhibitors of human demethylase GASC-1 KDM4C | GST-KDM4C 2-372, H3K9me3 peptide, LANCE TR-FRET | inhibition, % at 12.5 µM | 0.15% of 96,000 active;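 active means mean replicate inhibition above about 25%, with at least 55% of replicates also reaching it, limit read from the data, passing the limit was not always enough; inconclusive means only one of those two conditions met; inactive means neither condition met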
# Target sequence (Q9H3R0 2-372 limits assumed): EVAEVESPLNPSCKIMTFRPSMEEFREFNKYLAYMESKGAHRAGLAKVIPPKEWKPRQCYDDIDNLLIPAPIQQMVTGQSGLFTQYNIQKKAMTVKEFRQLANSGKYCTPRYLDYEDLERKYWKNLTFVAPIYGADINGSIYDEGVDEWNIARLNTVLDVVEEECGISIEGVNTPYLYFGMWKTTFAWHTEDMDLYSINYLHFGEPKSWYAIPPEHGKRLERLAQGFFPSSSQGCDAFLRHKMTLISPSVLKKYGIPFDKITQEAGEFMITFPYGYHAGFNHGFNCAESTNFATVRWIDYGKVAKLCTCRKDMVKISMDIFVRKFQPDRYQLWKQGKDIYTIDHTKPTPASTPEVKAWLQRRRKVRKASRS
#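 Material: N-terminal GST-fused human GASC-1 (KDM4C) fragment, residues 2-372. Input: 10 nM enzyme. Incubation: enzyme reaction 30 min, then detection 60 min, both room temperature. Doses: one test concentration per compound. Read-out basis: inhibition from TR-FRET ratio decrease. Detection: LANCE TR-FRET, excitation 340 nm, emissions 618 and 671 nm.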
# Pf Dd2 growth – inhibitors of Plasmodium falciparum Dd2 growth. 2.3% of 94,000 active. activity change, % at 10 µM. AID 1159554. P. falciparum Dd2 growth, SYBR Green, 72 h; stronger effect = lower value; in the data active means activity change below about -80%; inconclusive means no clear call, values can overlap the other calls
# T cruzi growth – inhibitors of T. cruzi proliferation; 5.9% of 77,000 active; T. cruzi beta-gal in NIH3T3, GalScreen luminescence, 90 h; inhibition, % at 8.34 µM;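 active means mean inhibition above about 93%, with at least 55% of replicates each passing it, limit read from the data, passing the limit was not always enough; inconclusive means only one of those two conditions holds; inactive means neither condition holds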
# * hit, by the source's call; ? = inconclusive; · = no result given; & = joins results of further samples. Random draw from the library. About 7.3% of those tested had a hit in this group.
# Values in the order: C diff HTS, KDM4C inh, Pf Dd2 growth, T cruzi growth
1. COc1ccc2c3c([nH]c2c1)[C@H](CO)N(C)CC31CCN(S(=O)(=O)c2cccc(F)c2)CC1
    7, -2.0, -60, ·
2. COc1cccc(C#Cc2ccc([C@@H]3[C@H]4CN(S(=O)(=O)c5ccccc5C)CC(=O)N4[C@H]3CO)cc2)c1
    8, 0.0, -58, ·
3. COc1cccc(NC(=O)N2C[C@@H](O)COC[C@H]3O[C@@H](CC(=O)NC4CCC4)CC[C@@H]32)c1
    3, -0.6, -7, -15
4. CC(=O)Nc1ccc2c(c1)C(=O)N(C)[C@@H]1CC[C@@H](CC(=O)NCC3CC3)O[C@@H]1CO2
    -2, -2.6, 6, 11
5. CO[C@@H]1CC[C@@H]2CCN(C)C(=O)[C@H](C)CN(C)C(=O)c3cccc(C#N)c3OC[C@H]1O2
    -6, -0.5, ·, 14
6. CN(C)C(=O)C[C@H]1C[C@H]2c3cc(NC(=O)C4CCC4)ccc3O[C@H]2[C@H](CO)O1
    -2, -0.1, 10, -22
7. COc1cccc(NC(=O)N(C)C[C@@H]2Oc3cc(C#CC4(O)CCCC4)ccc3S(=O)(=O)N([C@@H](C)CO)C[C@@H]2C)c1
    5, -1.1, -33, ·
8. COc1ccc(C#Cc2ccc([C@@H]3[C@H](CO)N4CCCCN(Cc5ccncc5)C[C@@H]34)cc2)cc1
    -2, 1.6, -76, 48
9. Cc1ccc(S(=O)(=O)N(C)C[C@H]2Oc3c(NC(=O)c4ccncc4)cccc3C(=O)N([C@H](C)CO)C[C@@H]2C)cc1
    -6, 3.0, -7, 7
10. C[C@H]1CN([C@@H](C)CO)C(=O)c2cc(-c3cccc(C(=O)N(C)C)c3)cnc2O[C@H]1CN(C)C(=O)Cc1ccccn1
    3, ·, 7, 6
11. COc1cccc(S(=O)(=O)N(C)C[C@@H]2Oc3ncc(C#Cc4ccc(OC)c(OC)c4)cc3C(=O)N([C@H](C)CO)C[C@@H]2C)c1
    4, -3.5, -92*, 60
12. Cc1noc(C)c1NC(=O)Nc1ccc2c(c1)C(=O)N([C@H](C)CO)C[C@@H](C)[C@H](CN(C)S(=O)(=O)c1ccc(F)cc1)O2
    -2, 5.8, 11, 30
13. CO[C@@H]1CN(C)C(=O)c2ccc(NC(=O)Cc3ccccc3)cc2OC[C@H](C)N(C(C)=O)C[C@H]1C
    ·, -0.2, 20, -5
14. CC(C)CC#Cc1ccc([C@@H]2[C@@H](CO)N3C(=O)CN(C(=O)Nc4cc(F)ccc4F)C[C@H]23)cc1
    54, -0.9, -6, ·
15. C[C@H]1CN([C@@H](C)CO)S(=O)(=O)c2ccc(/C=C/c3ccccc3)cc2O[C@@H]1CN(C)C(=O)Nc1cccc(F)c1
    6, 0.6, -19, 125*
16. Cc1noc(C)c1NC(=O)N(C)C[C@H]1Oc2ccc(NS(C)(=O)=O)cc2C(=O)N([C@@H](C)CO)C[C@@H]1C
    ·, 0.3, -18, 41
17. COc1cccc(C(=O)N2C[C@@H]3[C@H](c4ccccc42)[C@@H](CO)N3C(=O)c2ccc(F)cc2)c1
    -2, -4.4, -16, -24
18. Cc1noc(C)c1NC(=O)Nc1ccc2c(c1)C(=O)N([C@@H](C)CO)C[C@H](C)[C@H](CN(C)Cc1ccc(Cl)c(Cl)c1)OCCCC[C@@H](C)O2
    9, -1.3, -66, 76
19. O=C(C[C@H]1CC[C@@H](NC(=O)C2CCOCC2)[C@@H](CO)O1)NCc1ccncc1
    0, -0.8, 4, ·
20. C[C@H](NC(=O)[C@H]1[C@H](CO)[C@H]2Cn3c(ccc(-c4ccccc4F)c3=O)[C@@H]1N2)c1ccccc1
    -9, -0.2, 0, -8
21. C[C@H]1CN([C@@H](C)CO)C(=O)Cc2cc(NC(=O)CCN3CCOCC3)ccc2O[C@@H]1CN(C)Cc1ccc(Oc2ccccc2)cc1
    -6, 1.1, -17, 24
22. O=C(C[C@H]1CC[C@H]2[C@@H](COC[C@H](O)CN2Cc2cc(F)ccc2F)O1)N[C@H]1CCN(Cc2ccccc2)C1
    4&1, -0.3, -75, 124*
23. CNC(=O)C[C@@H]1CC[C@@H]2[C@@H](COc3ccc(NC(=O)Nc4cccc(F)c4)cc3C(=O)N2C)O1
    3, 4.8, 12, 26
24. COCC(=O)N1CC2(C1)CN(Cc1cccc(Cl)c1)[C@H](CO)c1[nH]c3cc(OC)ccc3c12
    -1, -0.6, -57, ·
25. COc1ccc(CN(C)C[C@@H]2OCCCC[C@@H](C)Oc3ccc(NC(=O)Nc4ccc(F)cc4)cc3C(=O)N([C@H](C)CO)C[C@@H]2C)cc1
    4, -3.3, -10, 47
26. O=C(C[C@H]1C[C@@H]2c3cc(NC(=O)C4CCC4)ccc3O[C@@H]2[C@@H](CO)O1)NCCc1ccccc1
    -4, 0.0, -3, -20
27. C[C@@H]1CN([C@H](C)CO)S(=O)(=O)c2ccc(C#CC3CC3)cc2O[C@H]1CN(C)C(=O)c1ccccn1
    -4, 12, -41, -15
28. CO[C@@H](C(=O)N(C)C[C@H]1OCc2ccccc2-c2ccccc2C(=O)N([C@H](C)CO)C[C@@H]1C)c1ccccc1
    0, -0.9, 25, 65
29. O=C(Cc1ccccn1)N[C@H]1CC[C@@H](CCn2cc(-c3cccnc3)nn2)O[C@@H]1CO
    0, 1.0, -13, -17
30. C[C@H]1CN([C@@H](C)CO)C(=O)c2cc(C3=CCCC3)cnc2O[C@H]1CN(C)Cc1ccc(F)cc1
    8, 4.2, -5, 80
31. COc1ccccc1NC(=O)N(C)C[C@H]1Oc2cc(Br)ccc2S(=O)(=O)N([C@H](C)CO)C[C@H]1C
    4&-4, -0.6, 28&-13, 71
32. COc1ccc(CN2[C@@H](CO)[C@@H]3c4ccccc4N(C(=O)c4ccccc4)C[C@@H]32)cc1
    -6, -1.2, -8, 58
33. C/C=C/c1ccc(C2[C@@H]3CN(C(=O)c4ccc5c(c4)OCO5)C[C@H]2N3)cc1 (some centres not stated)
    -5&19, 1.3&0.9, -11&-52, ·
34. O=C(N[C@@H]1CC[C@@H](CCn2cc(Cc3ccccc3)nn2)O[C@H]1CO)c1cnccn1
    2, -1.1, 2, 12
35. COc1ccccc1NC(=O)N(C)C[C@H]1Oc2ncc(C#CCC(C)C)cc2C(=O)N([C@H](C)CO)C[C@H]1C
    4, -0.4, -13, 39
36. C[C@@H]1CN([C@H](C)CO)C(=O)c2cccc(NC(=O)c3nc4ccccc4s3)c2O[C@H]1CN(C)S(=O)(=O)c1cccs1
    -2, 0.0, -36, 88
37. Cc1ccc(S(=O)(=O)Nc2ccc3c(c2)CC(=O)N([C@H](C)CO)C[C@H](C)[C@H](CN(C)C(=O)NC(C)C)O3)cc1
    2, -0.5, 13, 11
38. CN(C[C@@H]1N[C@H](CO)[C@H]1c1ccccc1)C(=O)c1ccccn1
    2, 4.5, -2, 79
39. Cn1cnc(S(=O)(=O)N2C[C@H](O)COC[C@@H]3O[C@H](CC(=O)NC4CCCC4)CC[C@H]32)c1
    1, -1.1, -13, 6
40. CCCC(=O)Nc1ccc2c(c1)C(=O)N(C)C[C@H](OC)[C@H](C)CN(C(=O)c1ccccn1)[C@H](C)CO2
    ·, 0.0, 13, -3
41. CN(C)CC(=O)Nc1ccc2c(c1)[C@@H]1C[C@@H](CC(=O)NCc3cccnc3)O[C@H](CO)[C@@H]1O2
    -3, 1.3, 23, 28
42. COCC#Cc1cnc2c(c1)C(=O)N([C@H](C)CO)C[C@@H](C)[C@H](CN(C)C(=O)C1CCC1)O2
    -1, -1.6, 29, 36
43. O=C(Nc1cccc(F)c1)N1CC(=O)N2[C@H](CO)[C@@H](c3ccc(-c4ccccc4F)cc3)[C@@H]2C1
    -4, -0.5, -24, ·
44. CCC(=O)N(CC)C[C@@H]1[C@@H](c2ccc(-c3ccccc3)cc2)[C@H](CO)N1C(C)=O
    4, 2.6, -36, 67
45. Cc1cccc(CN(C)C[C@@H]2Oc3ncc(-c4cccc(C(F)(F)F)c4)cc3C(=O)N([C@H](C)CO)C[C@@H]2C)c1
    31, 2.3, -14, 84
46. CN1CCN(C(=O)C[C@H]2C[C@H]3c4cc(NC(=O)Nc5ccc(C(F)(F)F)cc5)ccc4O[C@H]3[C@@H](CO)O2)CC1
    2, -2.0, -37, 11
47. CO[C@H]1CN(C)C(=O)c2cc(NC(=O)CC(F)(F)F)ccc2OC[C@@H](C)N(CC2CC2)C[C@@H]1C
    -8, 0.5, 53, ·
48. Cc1noc(C)c1NC(=O)NCC[C@@H]1CC[C@H](NC(=O)c2ccncc2)[C@H](CO)O1
    -2, 8.2, 1, -66
49. COCC#Cc1ccc2c(c1)O[C@@H](CN(C)S(=O)(=O)c1ccc(F)cc1)[C@H](C)CN([C@@H](C)CO)S2(=O)=O
    2, 2.0, -41, 48
50. COc1ccc(CN(C)C[C@H]2OCc3cn(nn3)CCCC(=O)N([C@@H](C)CO)C[C@@H]2C)cc1
    0, 1.3, 12, -18
51. CN(C)CC#Cc1ccc([C@H]2[C@@H](CO)N3CCCCN(S(=O)(=O)c4ccccc4)C[C@@H]23)cc1
    2, 3.2, -16, 46
52. C[C@@H]1CCCCO[C@@H](CN(C)S(=O)(=O)c2ccccc2)[C@@H](C)CN([C@H](C)CO)C(=O)c2cc(NC(=O)CCC(F)(F)F)ccc2O1
    4, -0.5, -23, 46
53. C[C@@H]1CN([C@@H](C)CO)C(=O)c2cc(NC(=O)Cc3cn(C)c4ccccc34)ccc2O[C@@H]1CN(C)CC1CCCCC1
    -1, -1.1, -40, 85
54. CNC(=O)C[C@@H]1CC[C@H]2[C@@H](COc3ccc(NS(=O)(=O)c4ccccc4C)cc3C(=O)N2C)O1
    -3, 1.7, 3, 36
55. O=C(C[C@H]1C[C@@H]2c3cc(NC(=O)C4CCOCC4)ccc3O[C@@H]2[C@H](CO)O1)NCCN1CCCCC1
    -8, -1.7, 0, 171*
56. COc1ccc(CNC(=O)C[C@@H]2CC[C@@H]3[C@H](COc4ccc(NC(=O)C5CC5)cc4C(=O)N3C)O2)cc1
    -2, 0.0, -7, -13
57. Cc1ccc(S(=O)(=O)NCC[C@@H]2CC[C@@H](NC(=O)c3ccccn3)[C@@H](CO)O2)cc1
    -3, -1.1, 1, 50
58. CCC(=O)Nc1ccc2c(c1)C(=O)N(C)[C@H]1CC[C@H](CC(=O)NCc3ccc(OC)cc3)O[C@@H]1CO2
    3, 1.0, -9, 14
59. O=C(CN1CCOCC1)N[C@H]1CC[C@H](CCn2cc(C3CCCC3)nn2)O[C@@H]1CO
    -4, ?, -2, ·
60. O=C(c1cnccn1)N1CC[C@H]2[C@H](CO)Nc3ccc(-c4ccccc4)cc3[C@H]21
    -22, -1.1, -3, 33

# (next part)
# Values in the order: C diff HTS, KDM4C inh, Pf Dd2 growth, T cruzi growth
61. C[C@H]1CN([C@@H](C)CO)C(=O)c2cccc(NS(=O)(=O)c3ccccc3)c2O[C@@H]1CN(C)S(=O)(=O)c1cn(C)cn1
    -3, -2.4, 15, 33
62. CO[C@@H]1CN(C)C(=O)c2cc(NC(=O)Cc3ccccc3)ccc2OC[C@H](C)N(CC2CC2)C[C@@H]1C
    0, 0.9, 26, -63
63. N#Cc1ccc(-c2ccc3c(c2)[C@@H]2[C@@H](CCN2C(=O)c2ccccc2F)[C@H](CO)N3)cc1
    3, -3.6, -16, 94
64. C[C@@H]1CCCCO[C@H](CN(C)S(=O)(=O)c2ccc(Cl)cc2)[C@H](C)CN([C@@H](C)CO)C(=O)c2cc(NC(=O)Nc3ccc(C(F)(F)F)cc3)ccc2O1
    0, 6.5, -57, 86
65. C[C@H](CO)N1C[C@H](C)[C@H](CN(C)C(=O)Nc2ccc3c(c2)OCCO3)OCc2cn(nn2)CCCC1=O
    0, 0.8, 3, 23
66. COc1ccccc1-c1ccc2c(c1)[C@@H]1[C@@H](CCN1C(=O)C1CCOCC1)[C@H](CO)N2
    -8, -0.4, -23, 97*
67. CN1c2ccc(-c3ccccc3F)cc2[C@@H]2[C@@H](CCN2C(=O)CN2CCOCC2)[C@H]1CO
    -16, -1.1, -2, 85
68. C[C@@H]1CCCCO[C@@H](CN(C)C(=O)Nc2ccc3c(c2)OCO3)[C@H](C)CN([C@@H](C)CO)C(=O)c2cc(NC(=O)Nc3cccc4ccccc34)ccc2O1
    1, 3.6, -1, 44
